# Assay outcomes (PubChem BioAssay)
# hIAP activ = human IAP activators, primary screen, biochemical, luminescence, uHTS; activation factor at 10 µM; AID 2524, 2010; purified human IAP, CDP-Star luminescence, 30 min; stronger effect = higher value; 1 = vehicle-only enzyme, 0 = enzyme-free background; 330,000 compounds, 0.16% hits; Intestinal-type alkaline phosphatase (Homo sapiens), P09923;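 active means activation factor of the enzyme at least 2-fold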; further: the source names both 10 and 20 µM as test concentration; values of inactives mirror those of a sister screen read the other way
# SENP8 block = human SENP8 protease inhibitors, primary screen, biochemical, fluorescence, Nedd8 protein substrate, uHTS; Sentrin-specific protease 8 (Homo sapiens), Q96LD8; recombinant SENP8; inhibition, % at 20 µM; 360,000 compounds, 0.64% hits; AID 602440, 2012; in the data active means inhibition mostly above about 40%, no sharp cut-off; inactive means mostly below about 27%
# Target sequence (Q96LD8 whole entry, looked up): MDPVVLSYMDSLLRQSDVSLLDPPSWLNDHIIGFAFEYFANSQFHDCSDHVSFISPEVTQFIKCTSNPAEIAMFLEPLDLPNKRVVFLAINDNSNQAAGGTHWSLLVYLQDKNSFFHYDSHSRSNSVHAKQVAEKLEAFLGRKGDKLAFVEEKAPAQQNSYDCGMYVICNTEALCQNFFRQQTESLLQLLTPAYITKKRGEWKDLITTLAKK
# ATG4B inh = ATG4B protease inhibitors, primary screen, biochemical, fluorescence, uHTS; Cysteine protease ATG4B (Homo sapiens), Q9Y4P1; ATG4B cleavage of LC3-PLA2, NBD-HPC fluorescence, 1 h; inhibition, % at 8.33 µM; 340,000 compounds, 0.51% hits; AID 504462, 2011; in the data active means inhibition above about 40%
# Target sequence (Q9Y4P1 whole entry, looked up): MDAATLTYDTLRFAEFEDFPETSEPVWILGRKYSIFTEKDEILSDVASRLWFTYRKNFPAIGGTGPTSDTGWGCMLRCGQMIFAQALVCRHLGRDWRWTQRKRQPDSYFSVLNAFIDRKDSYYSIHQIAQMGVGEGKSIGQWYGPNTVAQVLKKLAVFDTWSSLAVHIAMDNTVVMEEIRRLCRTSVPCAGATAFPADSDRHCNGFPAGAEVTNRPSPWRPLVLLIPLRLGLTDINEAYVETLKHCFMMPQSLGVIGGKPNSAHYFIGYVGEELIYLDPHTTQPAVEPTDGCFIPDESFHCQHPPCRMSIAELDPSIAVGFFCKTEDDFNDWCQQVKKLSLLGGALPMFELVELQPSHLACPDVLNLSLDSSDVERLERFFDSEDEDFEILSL
# MPTP block = mitochondrial permeability transition pore inhibitors, primary screen, biochemical, isolated mouse mitochondria, absorbance; Ca2+ swelling absorbance, 30 min; inhibition, % at 10 µM; 360,000 compounds, 1.4% hits; AID 602449, 2012;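 active means inhibition of 50% or more, scaled per plate between neutral and stimulator controls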;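 further: 0% = DMSO wells given calcium and 100% = 1 mM EGTA wells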
# SENP1 FRET inh = human SENP1 catalytic domain inhibitors, primary screen, biochemical, FRET, uHTS; recombinant SENP1 catalytic domain, CyPet-SUMO1-YPet FRET cleavage; inhibition, % at 10 µM; 360,000 compounds, 0.21% hits; AID 624204, 2012;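 active means inhibition at least 30% at 10 µM, raw YFP signal under a set limit, fluorescence ratio 0.5 to 1.5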;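 further: 0% = enzyme with DMSO and 100% = no enzyme wells; some results filed as inactive read as strong as hits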
# Target sequence (Q9P0U3 419-644 limits assumed): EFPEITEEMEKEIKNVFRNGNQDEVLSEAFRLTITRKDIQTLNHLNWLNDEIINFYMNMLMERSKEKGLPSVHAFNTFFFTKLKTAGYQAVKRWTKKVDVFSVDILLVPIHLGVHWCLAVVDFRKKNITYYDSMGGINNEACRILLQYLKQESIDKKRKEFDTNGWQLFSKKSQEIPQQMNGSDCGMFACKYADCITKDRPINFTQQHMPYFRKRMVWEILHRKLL
#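 System: Recombinant human SENP1 catalytic domain, His6-tagged | Incubation: Enzyme reaction for 50 min at room temperature, dark | Medium: Tris pH 8 with BME, BSA, NP40 and catalase | Also added: 25 nM SUMO1 FRET substrate | Compound: 10 µM single point, 0.5% DMSO | Measured by: FRET fluorescence in CFP and YFP emission channels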
# GRIN3A LBD mod = binders of NR3A ligand-binding domain, primary screen, biophysical, differential scanning fluorimetry, uHTS; Glutamate receptor ionotropic, NMDA 3A (GRIN3A) ligand-binding domain; Tm shift relative to glycine control, % at 25 µM; NR3A LBD differential scanning fluorimetry, Tm shift; 0% = protein alone, 100% = glycine-bound protein; 340,000 compounds, 2.5% hits;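 active means melting temperature shift of at least 10% of the positive control shift, at one fixed dose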
# PfGluPho inh = PfG6PD enzyme inhibitors, primary screen, biochemical, fluorescence intensity, uHTS. PfGluPho enzyme, NADPH resazurin-diaphorase fluorescence. inhibition, % at 20 µM. 350,000 compounds, 0.78% hits. glucose-6-phosphate dehydrogenase-6-phosphogluconolactonase (Plasmodium falciparum 3D7);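 active means inhibition reaching at least a set limit at 20 µM in the primary screen, cut at about 59% in these data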;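 further: 0% = DMSO wells with substrate and 100% = DMSO wells lacking glucose-6-phosphate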
# SENP6 inh = SENP6 protease inhibitors, primary screen, biochemical, luminescence, uHTS; inhibition, % at 10 µM; 330,000 compounds, 1.8% hits; Recombinant SENP6 catalytic domain, aminoluciferin luminescence;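 active means inhibition above about 50% at the single tested dose, limit read from the data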;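 further: plate controls were DMSO wells with enzyme for no effect and DMSO wells lacking enzyme for full effect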
# * = called active by the depositor; nt = no result given.
SMILES | hIAP activ | SENP8 block | ATG4B inh | MPTP block | SENP1 FRET inh | GRIN3A LBD mod | PfGluPho inh | SENP6 inh
C=CCN1C(=O)C(Cc2ccc(Br)cc2)S/C1=N\N=C\c1ccco1 (configuration not stated) | 0.95 | 12 | 0 | 0.6 | 4 | 2 | -10 | -13
COc1ccc(S(=O)(=O)N2CCCCC2)cc1NC(=O)CCNC(=O)c1ccco1 | 1.1 | 0 | 6 | -3.8 | 3 | 3 | -20 | -10
COc1ccc(CC(=O)NCC(=O)N/N=C/c2ccc(C)o2)cc1 | 1.2 | 16 | -3 | 0.9 | 2 | 1 | 5 | 0
N=C(N1CCCc2ccccc21)N1CCCc2ccccc21 | nt | 6 | 8 | -0.9 | 2 | -1 | -7 | nt
CC(C)Oc1ccc(S(=O)(=O)N2CCCCC2)cc1NC(=O)CN1C(=O)NC(C)(c2ccccc2)C1=O (configuration not stated) | 0.98 | 2 | 15 | -0.2 | 1 | -22 | 12 | 2
c1ccc(-c2nn3c(Cn4nnc5ccccc54)nnc3s2)cc1 | 0.92 | 8 | 2 | -1.6 | 2 | 2 | 75* | -15
CC1CN(C(=S)NC2CCCC2)CC(C)O1 (configuration not stated) | 1 | 4 | 1 | 1.0 | 2 | 1 | 0 | -3
CC(C)C[C@H](NC(=O)N1CC(=O)Nc2ccccc21)C(=O)N1CCC(C(=O)O)CC1 | 1.2 | 4 | -5 | 1.2 | 4 | -2 | 0 | 7
Cc1ccc(S(=O)(=O)c2nc(-c3ccccc3F)oc2N2CC(C)OC(C)C2)cc1 (configuration not stated) | 1 | -24 | 8 | -1.2 | 2 | -1 | 0 | -17
COCCN(C(=O)CC1CCCCC1)c1c(N)n(CC(C)C)c(=O)[nH]c1=O | 1 | 5 | 2 | 0.0 | 1 | 1 | -7 | -20
C=CCN(Cc1nc(-c2cc(OC)ccc2OC)oc1C)C1CCS(=O)(=O)C1 (configuration not stated) | 1 | -162 | 15 | -2.2 | 0 | -1 | -24 | -7
CCN(CC)Cc1cc(C(C)=O)ccc1OCC(C)C | 1.1 | 15 | 7 | -0.8 | 1 | -1 | -16 | -11
Cc1ccc(S(=O)(=O)N(C)C)cc1NC(=O)c1cccs1 | 1.1 | 5 | 0 | 1.9 | 1 | 1 | 7 | -30
c1ccc(-c2ncc(CN3CCN(c4ccccn4)CC3)[nH]2)cc1 | 1.2 | 7 | -2 | 7.0 | 4 | 0 | -22 | -21
Cc1cc(C)cc(N(CC(=O)NCc2ccccc2)C(=O)CCC(=O)Nc2ccccn2)c1 | 0.97 | 8 | -4 | 0.2 | -1 | 1 | -5 | -16
Cc1cc(N2C(=O)C(O)=C(C(=O)c3ccco3)C2c2cccc(O)c2)no1 (configuration not stated) | 1 | -10 | -6 | -0.7 | -6 | 0 | 1 | 1
CCN(CC)C(=O)c1sc(NC(=O)c2ccc3c(c2)OCO3)c(C(N)=O)c1C | 1.3 | -401 | -1 | -0.1 | -5 | 0 | -18 | -3
COc1c(N2CCN(C(=S)Nc3ccccc3F)C(C)C2)c(F)cc2c(=O)c(C(=O)O)cn(C3CC3)c12 (configuration not stated) | 0.82 | -458 | 24 | 3.7 | 1 | 1 | 20 | 1
CC(=O)c1cccc(N=Nc2c(-c3ccccc3)[nH]n(-c3ccccc3)c2=O)c1 | 1.2 | 22 | -6 | 1.8 | 0 | -4 | 4 | -9
COc1ccc(/C=N/NC(=O)c2ccncc2)c(C(=O)O)c1OC | 0.83 | 8 | -5 | 0.8 | 1 | -1 | 0 | 14
CN1CCC2CC1c1cc(-c3ccc(C(F)(F)F)cc3)ccc12 (configuration not stated) | nt | 4 | 5 | 2.0 | -1 | -1 | 15 | nt
COc1ccc(NC(=O)CCCSc2nc(-c3ccco3)cc(C(F)(F)F)n2)cc1OC | 1.1 | 8 | 3 | 0.3 | -3 | 1 | 3 | -4
O=C(Cc1ccc(Cl)cc1Cl)Nc1ccncc1 | 0.92 | 3 | 6 | 39 | 1 | -2 | -5 | -9
O=C(c1ccc2ccccc2n1)N1CCN(S(=O)(=O)c2ccc(Cl)cc2)CC1 | 1 | 8 | -7 | -1.7 | -8 | 4 | 8 | 4
CCOC(=O)c1sc(NC(=O)C(CC)Sc2nccn2C)nc1C (configuration not stated) | 0.92 | 3 | 1 | -0.7 | 2 | -1 | -4 | -5
NC(N)=NN=C1CCCCCCCCCCC1 | 1.1 | 11 | 7 | 3.8 | -2 | 0 | -4 | -9
O=C(NCc1ccco1)c1cccn2c(=O)c3c4c(sc3nc12)CCCC4 | 1.1 | -174 | -4 | 3.1 | -19 | 0 | 58 | 2
COc1ccccc1/C=C1\NC(=S)N(CC2CCCO2)C1=O (configuration not stated) | 0.97 | 5 | 0 | -0.3 | -31 | 0 | 0 | -5
CCc1nc(C)cn1S(=O)(=O)c1cc(Br)ccc1OC | 1 | 11 | -2 | 0.3 | -2 | -1 | -19 | -29
O=C(COc1ccc(F)c(Cl)c1)c1ccc[nH]1 | 0.97 | 11 | -5 | 5.1 | -2 | 1 | 14 | 48
COCCN1Cc2cc3cc(C)ccc3nc2SC1=Nc1ccc(OC)cc1 | 1 | -3 | 7 | -2.7 | 1 | -2 | 31 | -21
Cc1ccc(-c2cc(-c3ccccc3)no2)c(O)c1 | nt | -61 | 39 | 35 | 1 | 5 | -2 | nt
CC(C)(C)C(=O)NNC(=O)c1cnccn1 | 1.3 | 28 | 0 | 0.3 | 0 | 0 | -22 | 7
CC1CC(C)CN(c2nc(N(C)c3ccccc3)nc(N)c2[N+](=O)[O-])C1 (configuration not stated) | 0.71 | 17 | -6 | 8.4 | -1 | 0 | 7 | 1
CC1Cc2ccccc2N1C(=O)C1CCCN(S(=O)(=O)c2cccc3cccnc23)C1 (configuration not stated) | 0.76 | 0 | 8 | 41 | -13 | -2 | 8 | 6
O=C(Nc1ccc(-c2csc(Nc3ccc(Cl)cc3)n2)cc1)c1cc([N+](=O)[O-])cc(C(F)(F)F)c1 | 1.1 | 28 | -7 | 1.5 | 3 | 20* | 9 | -9
O=C(c1ccc(-n2cncn2)c([N+](=O)[O-])c1)N1CCN(S(=O)(=O)c2ccc(F)c(F)c2)CC1 | 0.89 | 14 | 8 | -0.8 | 2 | 1 | -10 | -7
CCc1c(C)nc(SCCOc2ccc(OC)cc2)[nH]c1=O | 0.82 | 11 | -5 | 0.8 | -1 | -2 | -34 | -7
Cc1cc(N2C(=O)C3C4C=CC(C4)C3C2=O)no1 (configuration not stated) | 0.99 | 5 | -20 | -0.5 | 0 | 1 | -10 | -3
Cc1cc2cc3c(cc2nc1SCC(=O)O)OCCO3 | 0.88 | -49 | 5 | -2.2 | -1 | -7 | -13 | -23

# Next section
# The line under a structure holds: hIAP activ, SENP8 block, ATG4B inh, MPTP block, SENP1 FRET inh, GRIN3A LBD mod, PfGluPho inh, SENP6 inh
Cc1cc(C(F)(F)F)n2nc(-c3cccs3)cc2n1
→ 1.3, -23, -1, 1.2, 1, 1, -11, -8
Cc1cc(N(CCO)CCO)ccc1N=Nc1cc(F)ccc1F
→ 0.74, 35, -16, 4.9, 8, -14, 9, 20
O=C(c1cccs1)N1CCC(N2CCN(c3ccccc3)CC2)CC1
→ 1.1, 6, -12, -1.7, 0, 0, 10, 25
Cc1ccc(-n2c3c(c(=O)[nH]c2=O)C(C(F)(F)F)(C(F)(F)F)NC(=O)N3)cc1
→ 1.1, 13, 1, 0.9, 3, 0, -19, -5
COc1ccc(C/C(C)=N/NC(=S)Nc2ccccc2F)cc1
→ 0.94, 0, -6, 1.0, 3, 2, 15, 0
COC(=O)c1sccc1NC(=O)CSc1cccc(Cl)c1Cl
→ 1.1, 32, 0, -0.2, 0, -5, 41, 15
CCOC(=O)c1csc(NC(=O)CN2CCN(C)CC2)n1
→ 1.1, 18, -1, 1.1, 0, -2, 4, 11
CC(C(=O)NC1CCCC1)N(C(=O)Cn1nnc(-c2ccc(F)cc2)n1)c1ccccc1F (configuration not stated)
→ 0.97, 15, 1, -1.0, 3, -1, -5, -8
N#Cc1c(SCc2ccccc2)nc(N2CCOCC2)c2c1CCCC2
→ 0.95, -48, 1, 0.3, 1, -1, 8, -2
COC(=O)c1ccc(Cn2nc(C(F)(F)F)cc2C)cc1
→ 0.94, 11, -12, -1.0, 1, 17*, 5, 10
CCCn1c(SCC(=O)NC2CCCCC2)nnc1-c1cccnc1
→ 0.98, 13, -3, -1.0, 2, -5, -4, -3
Cc1ccnc(NC(=O)c2cccc(S(=O)(=O)N3CCOCC3)c2)c1
→ 0.96, 6, 3, -1.2, 4, 1, 12, -8
Cc1ccc(-c2nc3c(c(=O)c4ccccc4n3C)c(=O)n2-c2ccccc2)cc1
→ 1.1, -17, -2, 0.8, 2, -8, 23, 0
O=S(=O)(c1ccc(NC(=S)N/N=C/c2ccc(N3CCOCC3)cc2)cc1)N1CCOCC1
→ 0.86, -380, -6, 0.5, -93, -6, 1, 2
COc1ccccc1-c1noc(-c2ccncc2)n1
→ 1.2, 18, -2, 1.7, 1, 0, -14, 53*
Cc1c(NC(=O)c2ccc(CN3CCc4ccccc4C3)cc2)c(=O)n(-c2ccccc2)n1C
→ 1.1, 22, 2, 3.4, 2, 0, -6, -1
CC(/C=N/Nc1nc2ccccc2[nH]1)=C\c1ccccc1
→ 1.5, -406, -9, 17, -9, -12, 13, 40
COc1ccc(CCN=C(N)NS(=O)(=O)c2ccc3ccccc3c2)cc1
→ 1.1, 11, -14, 3.2, 0, 18*, -9, -16
O=C(CCC1CCCCC1)Nc1cccnc1
→ 1.1, 36*, 2, 1.8, 4, 0, -17, -8
O=S(=O)(c1cccc2cccnc12)N1CCCc2ccccc21
→ 0.95, 5, -4, 0.7, 5, 2, 52, 1
COC(=O)c1cc(COC(=O)CNC(=O)c2cccc(C)c2)oc1C
→ 0.9, -2, 5, 0.0, 2, -2, -1, -14
O=C(CCN1CCCCCC1)Nc1cccc(Cl)c1
→ 0.84, 11, -11, -0.5, 0, -7, 3, -10
O=C(NNC(=S)Nc1ccccc1Cl)c1ccncc1
→ 0.94, 3, -11, 2.2, -1, 4, -4, 43
CCc1ccccc1OCCCOc1ccc(OC)cc1
→ 1.1, 9, 5, 1.4, 1, 2, 5, -18

# Full records as entered above. Screens in order: hIAP activ | SENP8 block | ATG4B inh | MPTP block | SENP1 FRET inh | GRIN3A LBD mod | PfGluPho inh | SENP6 inh
# `Cc1c(NC(=O)c2ccc(CN3CCc4ccccc4C3)cc2)c(=O)n(-c2ccccc2)n1C` across the screens: 1.1 | 22 | 2 | 3.4 | 2 | 0 | -6 | -1
# `COc1ccccc1-c1noc(-c2ccncc2)n1` across the screens: 1.2 | 18 | -2 | 1.7 | 1 | 0 | -14 | 53*
# `O=C(CCC1CCCCC1)Nc1cccnc1` across the screens: 1.1 | 36* | 2 | 1.8 | 4 | 0 | -17 | -8
# `CC(C(=O)NC1CCCC1)N(C(=O)Cn1nnc(-c2ccc(F)cc2)n1)c1ccccc1F` (configuration not stated) across the screens: 0.97 | 15 | 1 | -1.0 | 3 | -1 | -5 | -8
# `CCOC(=O)c1csc(NC(=O)CN2CCN(C)CC2)n1` across the screens: 1.1 | 18 | -1 | 1.1 | 0 | -2 | 4 | 11
